Compound activity: PubChem, National Center for Advancing Translational Sciences (NCATS)
CCT chaperon mod = High-Throughput Screening for Modulators of Cytosolic Chaperonin Activity; purified chaperonin ATPase assay, HTRF ADP detection, 30 min; activity change, % (test concentration not listed), hits read low; 0.3% of 360,000 active; in the data active = activity change below about -30%; also: % is scaled to controls: 0 for no effect and ±100 for the full control effect
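Enzyme 40 or 20 nM (batch-dependent) in Tris pH 7.4/KCl/MgCl2/DTT; cpd 76 uM single point; ATP 10 uM; 30 min 37 °C; Transcreener ADP HTRF detection, 30 min RT; ratio 665/615.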
Akt phos inh = HTS Assay for Inhibitors of Akt Phophorylation: Primary Screen. Neuro2A IGF-stimulated pAkt S473 HTRF, 20 min; active compounds read low. activity change, % for hits at 50 µM. 0.32% of 360,000 active; in the data active = activity change below about -80%; inconclusive = mostly about -51% to -80%; also: % is scaled to controls: 0 for no effect and ±100 for the full control effect
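Neuro2A cells in DMEM with 0.5% FBS, overnight at 37 deg C, given compound at single 50 µM final, then IGF (6 nM final) for 20 min at 37 deg C. Lysed; phospho-Akt Ser473 by HTRF after 24 h, 665/615 ratio.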
DRD3 antagonist = qHTS of D3 Dopamine Receptor Antagonist: qHTS. D(3) dopamine receptor (Homo sapiens), P35462. D3R cells, DiscoveRx beta-arrestin luminescence, antagonist mode; active compounds read low. max response, negative = inhibition, %. 2.5% of 360,000 active; in the data active = max response below about -50%; inconclusive = no clear call, values can overlap the other calls; also: % is scaled to controls: 0 for no effect and ±100 for the full control effect; mostly tested at two doses, the higher about 12 µM
Target sequence (P35462 whole entry, looked up): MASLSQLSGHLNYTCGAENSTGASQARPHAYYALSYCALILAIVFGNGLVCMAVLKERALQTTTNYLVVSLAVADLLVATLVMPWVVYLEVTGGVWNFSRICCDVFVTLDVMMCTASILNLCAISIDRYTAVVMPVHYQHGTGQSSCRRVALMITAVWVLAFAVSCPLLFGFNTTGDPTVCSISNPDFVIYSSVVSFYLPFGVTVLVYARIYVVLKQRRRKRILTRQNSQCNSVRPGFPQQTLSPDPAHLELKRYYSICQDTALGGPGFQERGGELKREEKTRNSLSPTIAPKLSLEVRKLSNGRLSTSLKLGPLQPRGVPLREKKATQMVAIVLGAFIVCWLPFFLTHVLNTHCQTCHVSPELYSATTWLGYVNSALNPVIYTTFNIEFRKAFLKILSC
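Cells expressing the human receptor were seeded at 1500 cells/well, incubated overnight at 37 degrees C in 5% CO2, then exposed to library compounds with dopamine controls for 90 minutes at 37 degrees C before luminescent detection.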
PTHR1 ag = qHTS for PTHR1 Agonists: Primary Screen; AID 743266, 2014; Potency, µM (titrated, usually from 115 µM), for the others: at the top dose activation, actives largely listed as activators; HEK293 GP2 PTHR1 cells, GloSensor cAMP luminescence, 1 h; Parathyroid hormone/parathyroid hormone-related peptide receptor (Homo sapiens), Q03431; 0.075% of 410,000 active; also: potency is read from the fitted curve at half-maximal effect; nearly all actives have a fitted effect of over 55% in size; some results filed as inactive show a strong effect at the top dose; inactives centre near -15; many of its hits are not listed in these tables
Target sequence (Q03431 whole entry, looked up): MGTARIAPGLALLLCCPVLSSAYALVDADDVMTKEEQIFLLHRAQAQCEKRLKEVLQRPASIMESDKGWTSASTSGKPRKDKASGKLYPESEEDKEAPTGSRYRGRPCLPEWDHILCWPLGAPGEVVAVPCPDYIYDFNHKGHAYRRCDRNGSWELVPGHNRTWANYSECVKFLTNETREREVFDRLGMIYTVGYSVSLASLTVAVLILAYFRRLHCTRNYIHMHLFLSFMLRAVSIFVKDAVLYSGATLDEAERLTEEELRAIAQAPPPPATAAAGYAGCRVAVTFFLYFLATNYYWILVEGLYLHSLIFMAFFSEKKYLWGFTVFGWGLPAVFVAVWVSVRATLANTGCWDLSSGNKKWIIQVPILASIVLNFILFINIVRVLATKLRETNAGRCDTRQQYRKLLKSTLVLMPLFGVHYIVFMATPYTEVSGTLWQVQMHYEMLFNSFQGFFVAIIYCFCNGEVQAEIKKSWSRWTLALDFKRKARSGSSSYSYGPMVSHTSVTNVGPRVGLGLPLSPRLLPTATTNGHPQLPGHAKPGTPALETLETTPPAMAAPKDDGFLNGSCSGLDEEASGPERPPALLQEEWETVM
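HEK-293-derived GP2 cells expressing PTHR1 and a GloSensor cAMP reporter, 3,000/well, plated overnight, given luciferin plus IBMX (each 0.5 mM as added) for 1 h at 37 °C, then compound for 1 h at 37 °C. Luminescence was read after 15 min at room temperature.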
DRD3 agonist = qHTS of D3 Dopamine Receptor Agonist: qHTS; D3R DiscoveRx beta-arrestin cells, luminescence, 90 min; 0.58% of 410,000 active; max activation, %; in the data active = max activation above about 30%; also: 0% is about no effect; mostly tested at two doses, the higher about 12 µM
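Cells at 1500/well, incubated overnight, then treated with pinned compounds (dopamine as control) for 90 min at 37 degrees C. DiscoveRx reagent added for 30 - 60 minutes at room temperature; luminescence read.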
Mm-Cpn inhibitor = Inhibitors of TCP-1 ring complex (TRiC) of Methanococcus maripaludis (MmCpn): qHTS; Chaperonin Mm-Cpn (Methanococcus maripaludis); purified Mm-Cpn ATPase, ADP Transcreener TR-FRET; Potency, µM (doses to about 76.9 µM), inactives show top-dose activity, negative = inhibition, most hits filed as inhibitors; 0.031% of 330,000 active; also: potency is read from the fitted curve at half-maximal effect; % is scaled to controls: 0 for no effect and ±100 for the full control effect; nearly all actives have a fitted effect of over 80% in size
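Compound-treated chaperonin, 25 nM final, turns over 10 uM ATP at 37°C for 30 min following a 10 min preincubation; ADP generated competes with ADP-d2 for Eu-cryptate antibody, lowering FRET.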
EPAC2 agonist = qHTS for Agonist of cAMP-regulated guanine nucleotide exchange factor 4 (EPAC2): primary screen | Rap guanine nucleotide exchange factor 4 (Homo sapiens), Q8WZA2 | EPAC2 activation, biochemical qHTS; response scale: 100% = 6.5 mM cAMP response | Potency, µM (doses to about 154 µM), for the others: top-dose activation, actives largely listed as activators | 0.079% of 360,000 active | AID 720711, 2013; also: potency is read from the fitted curve at half-maximal effect; nearly all actives have a fitted effect of over 50% in size
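Nucleotide exchange monitored as fluorescence drop when BODIPY-GDP leaves Rap1B. Reaction: 100 nM EPAC2, 250 nM RAP1B-BODIPY-GDP, 50 uM GDP, room temperature, kinetic read over 30 min. Activity expressed relative to 6.5 mM cAMP.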
EPAC2 antagonist = qHTS for Antagonist of cAMP-regulated guanine nucleotide exchange factor 2 (EPAC2): primary screen; 0.18% of 360,000 active; Rap guanine nucleotide exchange factor 4 (Homo sapiens), Q8WZA2; Potency, µM (titrated, usually from 114 µM), for the others: top-dose activity, negative = inhibition, actives largely listed as inhibitors; EPAC2 GEF exchange of Rap1B-BODIPY-GDP, fluorescence; also: potency is read from the fitted curve at half-maximal effect; % is scaled to controls: 0 for no effect and ±100 for the full control effect; nearly all actives have a fitted effect of over 45% in size; many of its hits are not listed in these tables
* marks the source's active call; other numbers are inactive results; i = inactive; ? = inconclusive; . = not tested or not shown; & = joins results of further samples; [ ] = another dose, or the depositor's remark. Unless noted, calls follow the shape of the dose curve; as a rule, active = well fitted curve in the direction sought with a large enough effect; inconclusive = small, poorly fitted or top-dose-only effect, or another doubt; inactive = no such curve, though single readings can be large; an effect the other way counts as inactive or inconclusive. The list is partial; the hit share may differ from the screen's.

Key to letters: A = CCT chaperon mod; B = Akt phos inh; C = DRD3 antagonist; D = PTHR1 ag; E = DRD3 agonist; F = Mm-Cpn inhibitor; G = EPAC2 agonist; H = EPAC2 antagonist
CCC(C)(C)NC(=O)C1CCCN(S(=O)(=O)c2ccc3c(c2)CC(C)N3C(=O)C2CC2)C1 (stereo not drawn)
  A: -0.1 | B: i | C: 5 | D: -39% | E: 2 | F: 0% | G: 0% | H: -3%
Cc1ccc(CN2C(=O)CCC2C(=O)NCCc2ccccc2)cc1 (stereo not drawn)
  A: 1.5 | B: i | C: 17 | D: i | E: 5 | F: 1% | G: -2% | H: 6%
CCCOc1ccccc1/C=C1\SC(N)=NC1=O
  A: 1.3 | B: i | C: -5 | D: i | E: -7 | F: -2% | G: -2% | H: -12%
Cc1[nH]c(=S)c(C#N)c(C)c1Cc1ccccc1
  A: -0.4 | B: i | C: 8 | D: -8% | E: -7 | F: -2% | G: 3% | H: -7%
Clc1cccc(CN2CCN(Cc3ccco3)CC2)c1
  A: -1.0 | B: i | C: -66* | D: i | E: -41 | F: -1% | G: -2% | H: 1%
O=C(CN1CCCCC1)N1CCN(S(=O)(=O)c2ccccc2)C1
  A: 1.1 | B: i | C: 6 | D: i | E: -1 | F: 2% | G: 7% | H: 1%
Cc1c(C(=O)N2CCCCC2C)sc2nc3n(c(=O)c12)CCC3 (stereo not drawn)
  A: -5.9 | B: i | C: -1 | D: -12% | E: 1 | F: -4% | G: 2% | H: -1%
Cc1cc(Br)ccc1OCCn1ccnc1
  A: -1.5 | B: i | C: 7 | D: i | E: -4 | F: 1% | G: 7% | H: 8%
Cc1nc2ccccc2c2oc(C(=O)N3CCCC(C)C3)cc12 (stereo not drawn)
  A: -0.7 | B: i | C: 15 | D: i | E: 4 | F: 0% | G: 8% | H: -9%
C[C@H]1CN([C@@H](C)CO)C(=O)CCCn2nncc2CO[C@H]1CN(C)S(=O)(=O)c1ccccc1F
  A: 0.8 | B: i | C: -3 | D: -22% | E: 4 | F: . | G: 1% | H: 5%
COc1ccc(C(CNC(=O)C(=O)Nc2ccc3c(c2)OCO3)N2CCN(C)CC2)cc1 (stereo not drawn)
  A: -3.5 | B: i | C: 7 | D: i | E: -7 | F: 1% | G: -10% | H: -5%
Cc1nn(Cc2ccc(Cl)cc2)c(C)c1NC(=O)c1c(-c2ccccc2)noc1C
  A: 1.3 | B: i | C: 22 | D: -17% | E: -3 | F: -2% | G: -1% | H: 0%
COc1ccccc1S(=O)(=O)N(C)C[C@H]1Oc2cc(C#CCC3CCCC3)ccc2S(=O)(=O)N([C@H](C)CO)C[C@H]1C
  A: 0.8 | B: i | C: -12 | D: -12% | E: -1 | F: . | G: -1% | H: 0%
O=C(O)C1C2C=CC(C2)C1C(=O)Nc1ccc2c(c1)OCCO2 (stereo not drawn)
  A: -0.5 | B: i | C: -20 | D: i | E: -4 | F: 0% | G: 4% | H: 22%
Cc1ccc(NC(=O)c2ncn(CCCNCc3ccccc3)n2)cc1C
  A: -0.1 | B: i | C: 1 | D: -2% | E: 2 | F: . | G: -3% | H: -13%
CCCOc1ccc(CN(C)c2ncnc(N)n2)cc1
  A: 1.6 | B: i | C: 20 | D: -16% | E: 2 | F: 1% | G: -2% | H: -2%
O=C(Nc1ccc(Cl)cc1)NC1(C(=O)NCCCN2CCOCC2)CCCCC1
  A: -1.9 | B: i | C: 2 | D: i | E: -1 | F: 1% | G: 3% | H: 7%
COc1cc2c(cc1OC)C1=NC(=O)CN1C(SCc1ccccc1C)=N2
  A: -1.6 | B: . | C: 4 | D: -24% | E: 3 | F: -5% | G: 8% | H: -1%
O=C(CCn1c(=O)c2cccn2c2cccnc21)N1CCN(c2cccc(Cl)c2)CC1
  A: 0.6 | B: i | C: 22 | D: -55%[inhibitor] | E: -7&1 | F: 5% | G: 6% | H: 3%
O=C(NNC(=O)C1CC1)c1cc(=O)[nH]c2ccccc12
  A: -0.9 | B: i | C: 4 | D: -22% | E: 4 | F: 5% | G: 6% | H: -8%
Cc1ccc(C(=O)OCC(=O)NCCC2=CCCCC2)s1
  A: -5.0 | B: i | C: 3 | D: -7% | E: 1 | F: -2% | G: 7% | H: 0%
O=c1[nH]c(CSc2ncnc3sccc23)nc2cc(C(F)(F)F)ccc12
  A: 0.6 | B: i | C: 10 | D: -7% | E: -2 | F: ? | G: -11% | H: 3%
CC12CCC(C/C1=N\OC(=O)c1ccc(F)cc1)C2(C)C (stereo not drawn)
  A: 0.8 | B: -96%* | C: 5 | D: i | E: 5 | F: -1% | G: 15% | H: 0%
COc1cccc(OC)c1OCCNCCO
  A: -9.9 | B: i | C: -12 | D: i | E: -3 | F: 0% | G: 1% | H: 8%
CCOc1ccccc1NC(=O)C1CCC(=O)N1S(=O)(=O)c1ccc(C)cc1 (stereo not drawn)
  A: -0.6 | B: i | C: -2 | D: -4% | E: -3 | F: -1% | G: -2% | H: -1%

Retrieved by compound from above (4):
Key to letters: A = CCT chaperon mod; B = Akt phos inh; C = DRD3 antagonist; D = PTHR1 ag; E = DRD3 agonist; F = Mm-Cpn inhibitor; G = EPAC2 agonist; H = EPAC2 antagonist
Cc1nn(Cc2ccc(Cl)cc2)c(C)c1NC(=O)c1c(-c2ccccc2)noc1C
  A: 1.3 | B: i | C: 22 | D: -17% | E: -3 | F: -2% | G: -1% | H: 0%
O=C(CCn1c(=O)c2cccn2c2cccnc21)N1CCN(c2cccc(Cl)c2)CC1
  A: 0.6 | B: i | C: 22 | D: -55%[inhibitor] | E: -7&1 | F: 5% | G: 6% | H: 3%
Cc1cc(Br)ccc1OCCn1ccnc1
  A: -1.5 | B: i | C: 7 | D: i | E: -4 | F: 1% | G: 7% | H: 8%
Cc1nc2ccccc2c2oc(C(=O)N3CCCC(C)C3)cc12 (stereo not drawn)
  A: -0.7 | B: i | C: 15 | D: i | E: 4 | F: 0% | G: 8% | H: -9%

Continuation:
Key to letters: A = CCT chaperon mod; B = Akt phos inh; C = DRD3 antagonist; D = PTHR1 ag; E = DRD3 agonist; F = Mm-Cpn inhibitor; G = EPAC2 agonist; H = EPAC2 antagonist
CCc1ccc(NC2=CC(=O)CC(C)(C)C2)cc1
  A: -2.2 | B: i | C: -16 | D: i | E: -23 | F: 2% | G: 5% | H: 5%
Cn1cccc1/C=C1\CC(C(C)(C)C)C/C(=C\c2cccn2C)C1=O (stereo not drawn)
  A: -0.4 | B: i | C: 35 | D: 10%[57.5 µM] | E: 2 | F: 0% | G: -18% | H: -28%
COc1ccc(Nc2nc(N3CCN(C)CC3)nc3ccccc23)c(OC)c1
  A: -0.6 | B: i | C: 1 | D: i | E: -2 | F: 2% | G: 4% | H: 11%
O=[N+]([O-])c1nn(-c2ccc3c(c2)OCCO3)n(O)c1=NC1CCCC1
  A: -1.9 | B: i | C: -15 | D: -23% | E: -8 | F: 2% | G: -5% | H: 10%
O=C(NCC(=O)N(c1ccccc1)C(C(=O)NC1CCCC1)c1ccncc1)c1ccco1 (stereo not drawn)
  A: -1.9 | B: i | C: 4 | D: -22% | E: -1 | F: . | G: 6% | H: -1%
COc1ccc(Cc2nc(-c3ccc(Cl)cc3)no2)cc1
  A: 0.7 | B: i | C: 14 | D: -4%[57.5 µM] | E: 0 | F: 0% | G: 11% | H: -2%
COc1cc(C(=O)NCCc2ccc(F)cc2)ccc1OCC(=O)N1CCOCC1
  A: 1.0 | B: i | C: 3 | D: i | E: 5 | F: -4% | G: 9% | H: 4%
CSCCC(NC(=O)COc1ccccc1)C(=O)OCCOc1ccc(C)cc1 (stereo not drawn)
  A: -0.3 | B: i | C: -9 | D: -44%[inhibitor] | E: 1 | F: 0% | G: 9% | H: -13%
Cc1cccc(N2CCN(C(=O)c3cc4c(=O)n(C)c5ccccc5c4n3C)CC2)c1C
  A: 0.2 | B: i | C: 0 | D: -15% | E: -9 | F: -2% | G: -8% | H: -8%
CCCNC(=O)NC(=O)CN1C(=O)NC(C)(c2ccc3ccccc3c2)C1=O (stereo not drawn)
  A: -2.6 | B: i | C: 3 | D: -37%[inhibitor] | E: 35* | F: 2% | G: 3% | H: -4%
Cc1cc(NC(=O)c2ccc(C#N)cc2)n(-c2ccccn2)n1
  A: -0.2 | B: i | C: -5 | D: 2% | E: 4 | F: -1% | G: 9% | H: 18%
CCn1c(SCC(=O)Nc2nc3c(s2)CCCC3)nnc1-c1ccccc1
  A: -1.2 | B: i | C: -24 | D: -30% | E: -4 | F: -1% | G: 8% | H: -3%
CC(C)(C)c1ccc(OCCC(=O)OCC(=O)NC2CCCCC2)cc1
  A: 1.1 | B: i | C: 3 | D: -48% | E: 5 | F: -2% | G: 0% | H: -24%
Cc1ccc(CN(C(=O)c2cccs2)C2CCS(=O)(=O)C2)cc1 (stereo not drawn)
  A: 0.7 | B: i | C: 23 | D: -11% | E: 3 | F: 1% | G: -4% | H: -5%
O=C(COC(=O)C12CC3CC(CC(Br)(C3)C1)C2)Nc1cccc(S(=O)(=O)N2CCOCC2)c1
  A: -0.2 | B: i | C: -4 | D: -29% | E: 2 | F: -5% | G: 15% | H: -15%
COc1ccc(CC(N)c2csc(NC(=O)Nc3ccccc3C(C)C)n2)cc1 (stereo not drawn)
  A: -5.0 | B: i | C: -55* | D: 22% | E: -13 | F: . | G: 11% | H: 4%
CSc1ccc(OC2(C)CCN(Cc3ccc(OC(F)(F)F)cc3)C2)cc1 (stereo not drawn)
  A: -0.4 | B: i | C: -25 | D: i | E: -7 | F: . | G: -9% | H: -23%
Cc1cc(C)n(CCOc2ccc(Cl)cc2Cl)n1
  A: -3.5 | B: i | C: -19 | D: i | E: -4 | F: 2% | G: -22% | H: -19%
O=C(OCC(=O)N1CCCC1)c1ccccc1OCc1ccccc1
  A: -2.6 | B: i | C: 21 | D: -8%[57.5 µM] | E: -2 | F: 1% | G: 3% | H: 9%
